From PubChem
mcGAS RapidFire – inhibitors of Mus musculus cyclic GMP-AMP synthase, initial high-throughput assay, cell-free, RapidFire MS; Q8C6L5; recombinant mouse cGAS, cGAMP by RapidFire MS; inhibition, % at 12.5 µM; 130,000 compounds, 0.18% hits; AID 1259397, 2018;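 active = inhibition of cGAS enzyme activity at or above 60%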;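 also: enzyme stimulated by 45 bp dsDNA with ATP and GTP substrates; cGAMP share of summed cGAMP plus half ATP and half GTP signals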
Target sequence (Q8C6L5 whole entry, looked up): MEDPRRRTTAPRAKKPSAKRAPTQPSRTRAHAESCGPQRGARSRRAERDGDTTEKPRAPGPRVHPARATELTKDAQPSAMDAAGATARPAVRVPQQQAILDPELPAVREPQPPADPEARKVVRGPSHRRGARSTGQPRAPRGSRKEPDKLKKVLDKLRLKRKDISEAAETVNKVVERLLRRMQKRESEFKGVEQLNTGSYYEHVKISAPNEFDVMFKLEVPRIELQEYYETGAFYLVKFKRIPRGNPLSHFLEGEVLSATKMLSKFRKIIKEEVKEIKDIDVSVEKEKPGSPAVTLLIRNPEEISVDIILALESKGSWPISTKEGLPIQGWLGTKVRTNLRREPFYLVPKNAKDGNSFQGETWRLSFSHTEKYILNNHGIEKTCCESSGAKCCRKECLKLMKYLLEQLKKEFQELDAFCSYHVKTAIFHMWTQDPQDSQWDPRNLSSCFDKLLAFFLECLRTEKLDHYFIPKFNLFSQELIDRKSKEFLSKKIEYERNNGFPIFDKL
An asterisk follows results filed as active; & = joins results of further samples.

mcGAS RapidFire	Structure
-11	O=C(NCC1CCCO1)c1n[nH]c2c1CN(C(=O)c1ccc([N+](=O)[O-])cc1)CC2 (stereo unspecified)
-1	C#CCN(Cc1ccco1)C(=O)c1cccc(C(F)(F)F)c1
-7	S=C1SCN(Cc2cccnc2)CN1Cc1ccccc1
6	O=[N+]([O-])c1ccc2cn[nH]c2c1
-4	COC(=O)c1sccc1NC(=O)CSc1ccc(NC(C)=O)cc1
-5&-2	CNC(=O)C(c1ccc(Cl)cc1)N(C)Cc1c(C)noc1C (stereo unspecified)
-1	COc1ccc(NC(=O)Nc2nc(CCC(=O)NC(C)C)cs2)cc1
-10	CCc1noc(C)c1C(=O)N1CCCC(c2nc(C)no2)C1 (stereo unspecified)
-2	CCN(Cc1ccco1)C(=O)c1cc2c(F)cc(Br)cc2[nH]1
-8	Cn1c(SCC(=O)NCCc2ccc(F)cc2)nnc1-c1cccnc1
3	Cc1ccc(Cn2nnc3c(=O)n(Cc4ccc(Cl)cc4)cnc32)cc1
-5	Cc1cccc(N2CCN(C(=O)c3snc(-c4cccc(F)c4)c3N)CC2)c1

Later entries.
mcGAS RapidFire	Structure
-9	CC(C)(C)c1cnc(Cn2cc(I)cn2)o1
10	CCOC(=O)C1(C)CCN1C(=O)COCc1ccccc1 (stereo unspecified)
-7	Cc1cccc(-c2cccc(NC(=O)C3CCCN(C(=O)c4cnsn4)C3)c2)c1 (stereo unspecified)
1	CCC1CCc2sc(-c3nn(CN4CCOCC4)c(=S)n3C)cc2C1 (stereo unspecified)
-13	N#Cc1nc(COc2ccc(Br)cc2)oc1NCCCn1ccnc1
5	O=C(Nc1ccc(Cl)c(Cl)c1)Oc1ccc2c3c1CCCN3CCC2
3	COCc1cc(C)nc2sc3c(c12)NC(c1cn[nH]c1-c1ccsc1)NC3=O (stereo unspecified)
-14	O=C(CN1CCCCCC1)Nc1ccc(C(F)(F)F)cc1
-3	CCN(CC)C(=O)CSCC(=O)NNC(=O)C12CC3CC(CC(C3)C1)C2
11	CCc1ccc(-c2nccn2CCc2nc(C)c3c(n2)CCC3)o1
1	CN(Cc1ccccc1N1CCOCC1)C(=O)Cn1nnc2ccccc2c1=O
-2	COCc1cc(CN(C)c2cc(C(C)C)nc(C)n2)[nH]n1

Further compounds:
mcGAS RapidFire	Structure
-10	O=C(NCCCn1ncc2ccccc21)c1cn(Cc2ccc(F)cc2)nn1
4	Clc1cccc(CN2CCN(Cc3ncc[nH]3)CC2)c1
-1	CC(C)(C)c1ccc(CC(=O)N2CCC2(C)C(=O)NS(=O)(=O)Cc2ccccc2)cc1 (stereo unspecified)
-26	O=C(NC1CC1)C1CCCN(C2CCN(c3noc(-c4ccccc4)n3)CC2)C1 (stereo unspecified)
-12	CC(C)c1nc(CN(C)C(=O)c2cc3ccccc3oc2=O)no1
-2	CCCN(CC1CC1)C(=O)C(NC(=O)c1ccc(OC)cc1)C(C)C (stereo unspecified)
-9&0	Cc1nc(SCC(=O)OC(C)(C)C)c2c3c(sc2n1)CCCC3
-4	Cc1nn(-c2ccccc2)c(Cl)c1C(=O)NCC1CCOC1 (stereo unspecified)
-7	Cc1ccccc1Nc1nnc(C(C)(C)C)c(=O)[nH]1
-19	Cn1c(-c2cc3n(n2)CCCN(C(=O)C2C=CCN2)C3)nc2ccccc21 (stereo unspecified)
-8	Cc1noc(C(C)S(=O)(=O)Cc2noc(C(C)(C)C)n2)n1 (stereo unspecified)
-3	CCN(Cc1ccc(F)cc1)C(=O)c1cc(-c2ccncc2)n[nH]1

Pulled by compound from the list above (6):
mcGAS RapidFire	Structure
-2	CCCN(CC1CC1)C(=O)C(NC(=O)c1ccc(OC)cc1)C(C)C (stereo unspecified)
-7	Cc1ccccc1Nc1nnc(C(C)(C)C)c(=O)[nH]1
-10	O=C(NCCCn1ncc2ccccc21)c1cn(Cc2ccc(F)cc2)nn1
4	Clc1cccc(CN2CCN(Cc3ncc[nH]3)CC2)c1
-8	Cc1noc(C(C)S(=O)(=O)Cc2noc(C(C)(C)C)n2)n1 (stereo unspecified)
-26	O=C(NC1CC1)C1CCCN(C2CCN(c3noc(-c4ccccc4)n3)CC2)C1 (stereo unspecified)

Additional entries
mcGAS RapidFire	Structure
-11	CCOc1ccccc1CN1CCN(Cc2cnc(N(C)C)s2)CC1CCO (stereo unspecified)
-19	Cc1ccn2c(F)c(C(=O)N3[C@@H]4CC[C@H]3CN(C)C(=O)C4)nc2c1
-13	Cc1nc(C(C)NC(=O)c2cnn(-c3ccccc3Cl)c2C)no1 (stereo unspecified)
21	O=C(NN=Cc1ccc(O)c(O)c1)c1cc2ccccc2cc1O
7	CN(CCC#N)Cc1cccs1
0	CCn1cc(CN2CCCC(CCc3cccc(OC)c3)C2)cn1 (stereo unspecified)
-9	CCc1ccc(C=NNC(=S)N=P(N2CCOCC2)(N2CCOCC2)C(C)(C)C)cc1
-11	O=c1c(-c2ccc(Br)cc2)[n+]([O-])c2ccccc2n1O
1	NCCCc1nc2ccccc2[nH]1
-3	O=C(Cn1cccnc1=O)Nc1nc2cc(F)c(F)cc2s1
4	COc1ccc(N2C(=O)NC3CC2(C)Oc2ccc(Br)cc23)c(OC)c1 (stereo unspecified)
-2	CCN(CC)c1c(-c2ccc(Cl)cc2)c2ccccc2[nH]c1=O

Additional entries:
mcGAS RapidFire	Structure
-6	CN(Cc1nc2ccccc2c(=O)[nH]1)C(=O)c1n[nH]c(=O)c2ccccc12
-32	CCOCC(=O)N1CCCN(Cc2ccc(F)cc2)C(C(C)C)C1 (stereo unspecified)
-3	COc1ccc(CNC(=O)CSc2nnc(C)n2C2CCCCC2)cc1
27	OCCN(CCO)c1ccc2cc(Br)ccc2n1
-7	COc1cc(C)ccc1S(=O)(=O)NC(=O)C1(C)CCN1C(=O)Cc1cc(F)ccc1F (stereo unspecified)
4	O=C(CSc1nnc(-c2ccccc2)n1-c1ccccc1)N/N=C\c1cccc(Cl)c1Cl
0	Cc1cccc(CN2CCN(c3nc4c(c(=O)[nH]c(=O)n4C)n3Cc3ccccc3C)CC2)c1
-4	Cc1nc2nc(SC(C)C(=O)N(C(C)C)C(C)C)nn2c(C)c1CC(=O)O (stereo unspecified)
0	CC(=O)N1CCN(S(=O)(=O)c2cccc(C(=O)Nc3ccc4c(c3)OCCCO4)c2)CC1
7	COc1ccc(OC)c(CNC2CCN(C(C)C)C2)c1 (stereo unspecified)
-9&-2	Cc1ccccc1-n1ncc(C(C)NC(=O)c2ccc(-n3cnnn3)cc2)c1C (stereo unspecified)
-2	O=C(COc1ccccc1)Nc1cc(F)ccc1F

Next part:
mcGAS RapidFire	Structure
-10	O=C(c1ccc(O)cc1)C1CCN(C(=O)NCCc2cccc(F)c2F)CC1
1	Cc1cc(S(=O)(=O)N(CCC#N)Cc2cccnc2)ccc1Br
-1	O=C(c1ccc2c(c1)OCCO2)C1CCN(C(=O)c2cnns2)CC1
-11	Nc1nc(-c2cccc(-n3cccn3)c2)cc(N2CCOCC2)n1
4	O=C1C(Nc2ccc(F)cc2)=C(N2CCCCC2)C(=O)c2ccccc21
-14&-14	CN(C)c1ccc2c3c(ccc(N(C)C)c13)C(=O)OC2
-4	COc1ccc(CCN2CC(NC3CSCCSC3)CC2=O)cc1 (stereo unspecified)
-8	FC(F)(F)c1nc(NNC(=S)NCC2CCCO2)c2ccccc2n1 (stereo unspecified)
-6	COC(=O)C(C(Nc1cccnc1)C(=O)c1ccccc1)C(F)(F)F (stereo unspecified)
-1	O=c1ccnc2sc(NCC3CCCc4ccccc43)nn12 (stereo unspecified)
-8	CSCCC(=O)N1CCCC(N2CCN(c3cccc(C(F)(F)F)c3)CC2)C1 (stereo unspecified)
24	Cc1c(F)cc(C(N)=O)cc1NS(=O)(=O)c1c(Cl)cccc1Cl

Continuation:
mcGAS RapidFire	Structure
-5	COc1cc(S(=O)(=O)n2c([N+](=O)[O-])cnc2C)ccc1Br
-4	COc1ccc2nc(CCn3cnc(-c4ccccc4)c3-c3nccn3C)[nH]c2c1
1	CC(C)Oc1ncccc1CNC(=O)c1ccc(Cn2ccnc2)o1
-5	CCOC(=O)c1nn(-c2ccc(OCC)cc2)cc1O
-7	CCC1CCCCC1N(C)C(=O)CN(C)C(=O)c1ccc(Br)s1 (stereo unspecified)
-9	COc1ccc(C(=O)c2c(N)c(-c3nc(-c4ccccc4)cs3)c3ccccn23)cc1
-6	CCN1CCN(C(c2ccc(Br)cc2)C2Sc3nc(C)nn3C2=O)CC1 (stereo unspecified)
-14	Cc1cc(C)c(N=Nc2c(-c3ccccc3)[nH]n(-c3ccc([N+](=O)[O-])cc3)c2=O)c(C)c1
-15	COc1cccc(-c2ccc(=O)n(Cc3cccc(F)c3)n2)c1
7	FC(F)(F)c1cc(-c2ccc(Cl)cc2)nc(NCc2cccnc2)n1
-7	Cc1cccc(C)c1OCc1nc2ccccc2c(=O)n1NC(=O)COc1ccccc1
-10	O=C(Cc1ccccc1)Nc1ccnn1C1CCN(Cc2cccn2-c2ccccn2)CC1

Three of the compounds above, field by field.
SMILES: COc1cc(S(=O)(=O)n2c([N+](=O)[O-])cnc2C)ccc1Br
  mcGAS RapidFire: -5

SMILES: COc1ccc2nc(CCn3cnc(-c4ccccc4)c3-c3nccn3C)[nH]c2c1
  mcGAS RapidFire: -4

SMILES: CC(C)Oc1ncccc1CNC(=O)c1ccc(Cn2ccnc2)o1
  mcGAS RapidFire: 1

Ordered by count of non-hydrogen atoms (ascending): part of the list above.
mcGAS RapidFire	Structure
1	NCCCc1nc2ccccc2[nH]1
-14	O=C(CN1CCCCCC1)Nc1ccc(C(F)(F)F)cc1
-9	COc1ccc(C(=O)c2c(N)c(-c3nc(-c4ccccc4)cs3)c3ccccn23)cc1

Additional results:
mcGAS RapidFire	Structure
-9	C#CCCCCCCCCCCCC(O)CC(O)CO (stereo unspecified)
-6	CC(C)(C)CN(CCC#N)C(=O)c1c[nH]c2ncccc12
3	O=C(CSc1nc2c(c(=O)[nH]1)CN(Cc1ccccc1)CC2)Nc1ccc(Cl)cc1
-13	CN(C)c1nc2c(c(N(C)C)n1)CCN(C(=O)c1cccc3c1OCC3)C2
-12	CC(=O)N1CCC[C@H]1C(=O)N(Cc1ccco1)Cc1ccco1
6	Cc1ccc(NC(=O)C(=O)N2CCC3(CC2)OCCN3S(=O)(=O)c2cccs2)cc1Cl
-33	CC1CN(C2CCN(C(=O)C3(NC(=O)OC(C)(C)C)CCCC3)CC2)CCO1 (stereo unspecified)
-1	CC(C)c1cc(C(=O)OC2C3CCOC3C2(C)C)n[nH]1 (stereo unspecified)
2	Cc1ccc(-c2noc(-c3ccc(Br)o3)n2)cc1
-4	CC(CCc1cccn1C)Nc1ccccc1S(C)(=O)=O (stereo unspecified)
-8&-6	CCN(C(=O)Cn1ccc(C(F)(F)F)n1)C(C)c1ccc(C#N)cc1 (stereo unspecified)
3	CC(=O)c1cccc2c(O)c(C3=Nc4ccccc4C3=O)[nH]c12

Additional compounds:
mcGAS RapidFire	Structure
-7	Cc1nc2n(n1)C(=O)C(C(c1ccc(F)cc1)N1CCC(C)CC1)S2 (stereo unspecified)
-9	CCOc1coc(C(=O)NCc2ccccc2Cl)cc1=O
-7	COC(=O)c1cc(OC)ccc1Oc1ccc(N)cn1
-1	Cc1nc(C)c(C(=O)NCCCn2nc(-c3ccncc3)ccc2=O)s1
-24	Cc1ccc(-c2ccnc(NC(c3nccn3C)C(C)C)n2)c(C)n1 (stereo unspecified)
2	O=S(=O)(c1ccc2c3c(cccc13)CC2)N1CCSC1
-12	Cc1nnc(CNCc2csc(C34CC5CC(CC(C5)C3)C4)n2)o1
-3	O=C(c1ccc(Cl)cc1)N1CCOC(COCc2cccc(C(F)(F)F)c2)C1 (stereo unspecified)
-9	Cc1nonc1CN(C)C(=O)C1CC12CCN(C(=O)c1cccc(-c3ccccc3F)c1)CC2 (stereo unspecified)
-2	O=C(Cn1c2ccccc2c(=O)c2ccccc21)Nc1c(F)cc(F)cc1Br
8	O=C(Cn1cccc(C(F)(F)F)c1=O)c1ccc2c(c1)CCC2
2	CCN(CC)C(CNS(=O)(=O)c1cccs1)c1ccsc1 (stereo unspecified)

(list continues)
mcGAS RapidFire	Structure
2	COc1ccc(-c2ccccc2NC(=O)C2CCCN(Cc3ccsc3)C2)cc1 (stereo unspecified)
-2	Cc1cc(C(=O)NCCCN2CCCCC2C)c2cnn(C(C)C)c2n1 (stereo unspecified)
-22	Cc1cc(C)c2c(CC(=O)N[C@@H]3C[C@@H](CO)N(C)C3)coc2c1C
5	CC(OC(=O)C1=NN(C)C(=O)CC1)C(=O)Nc1ccc(F)cc1 (stereo unspecified)
-1	CN(N=Cc1c(-c2ccccc2)nc2ccccn12)C(N)=S
-12	CN1CC2(CCCN(Cc3cccc4c3OC(F)(F)O4)CC2)OC1=O (stereo unspecified)
-7	CCc1cnc(C)nc1N1CCCN(C(=O)c2ccoc2)CC1
-12&-8	NC(=O)c1cc(NC(=O)C2CC2c2c(F)cccc2F)ccc1F (stereo unspecified)
-7&10	CN(CC(=O)C(C#N)c1ccccc1)Cc1ccccc1 (stereo unspecified)
1	Cc1cc(C(=O)N(C)C2CCS(=O)(=O)C2)c(C)n1C(C)c1ccccc1 (stereo unspecified)
-3	CC(=O)Oc1ccc(/C=C2\N=C(c3cccc(C)c3)OC2=O)cc1
-1	Cn1c2c(c(=O)n(C)c1=O)C(c1ccccc1)C1C(=O)OCC1=N2 (stereo unspecified)

Continued.
mcGAS RapidFire	Structure
18	COc1ncccc1NC(=O)NC1CCOc2ccccc21 (stereo unspecified)
-4	Oc1ccc(CCNc2ncnc3sccc23)cc1
-12	Cc1sc(CC(=O)O)nc1C(C)C
0	CCC(Oc1ccccc1C#N)C(=O)Nc1cc(C)on1 (stereo unspecified)

The list is partial; the hit share may differ from the screen's.
